Bioassay records (PubChem BioAssay)
TRHR enhancer = qHTS for Small Molecule Agonists and Allosteric Enhancers of Human TRH Receptor: Primary Screen for Enhancers. enhancement, % at 2 µM. AID 493056, 2011. 360,000 compounds, 0.66% hits. Thyrotropin-releasing hormone receptor (Homo sapiens), P34981. TRHR cells, fluo-8 calcium fluorescence, EC20 TRH enhancement; in the data active = enhancement above about 30%; note: 0% is about no effect
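Enhancer read-out: after compound pinning and an initial kinetic agonist-mode read, an EC20 of TRH (10 nM final) was injected and fluo-8 calcium signal (Ex 480/Em 530) followed at 1 s/cycle for 100 cycles in TRHR-expressing cells.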
TrxR1 substrate = qHTS Assay for Substrates of Mammalian Selenoprotein Thioredoxin Reductase 1 (TrxR1): qHTS. purified TrxR1 substrate turnover, NADPH consumption readout. Potency, µM (series often up to 114 µM), without a hit: top-dose activity change, negative = substrate turnover. 390,000 compounds, 0.01% hits; note: potency is the fitted concentration of half-maximal effect; % is set by controls: 0 for no effect and ±100 for the full control effect; nearly all actives have a fitted effect of over 50% in size
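Rat TrxR1, dispensed at 90 nM, was prereduced with 400 uM NADPH (final) for 5 min at ~22 deg C, then incubated with compound 15 min before 400 uM selenite. A first-read NADPH fluorescence drop versus no-compound background flagged substrates.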
Pin1 inh = qHTS Assay to Find Inhibitors of Pin1 | AID 504891, 2011 | Pin1 FP peptide displacement, HiFluor488, 10 min | Potency, µM (titrated, usually from 115 µM), without a hit: top-dose activity, negative = inhibition, actives largely listed as inhibitors | 390,000 compounds, 0.009% hits; active = well fitted inhibition curve with a large enough effect in the polarisation, with a control signal flat, not every such curve was filed as active; inconclusive = small, poorly fitted or top-dose-only effect, or effect the other way, or a change in a side signal; inactive = no such curve, though single readings can be large or run the other way; the % refers to the polarisation; note: potency is the fitted concentration of half-maximal effect; % is set by controls: 0 for no effect and ±100 for the full control effect
Target sequence (Q13526 whole entry, looked up): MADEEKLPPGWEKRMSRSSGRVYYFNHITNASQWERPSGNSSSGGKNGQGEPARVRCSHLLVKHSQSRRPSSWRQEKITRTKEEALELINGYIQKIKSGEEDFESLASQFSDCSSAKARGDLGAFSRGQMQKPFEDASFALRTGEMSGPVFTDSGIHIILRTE
TRHR agonist = qHTS for Small Molecule Agonists and Allosteric Enhancers of Human TRH Receptor: Primary Screen for Agonists; Thyrotropin-releasing hormone receptor (Homo sapiens), P34981; TRHR cells, calcium flux fluo-8, FDSS agonist mode; activation, % at 2 µM; 360,000 compounds, 0.18% hits; AID 493084, 2011; in the data active = activation above about 30%; note: 0% is about no effect
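Steps: seed TRHR cells overnight; add fluo-8 no-wash Ca dye, RT 30 min–1.5 h; record 10 s baseline; pin-transfer compounds; monitor fluorescence 1 cycle/s for the agonist window. Calcium increases flag candidate agonists.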
D2 agonist = HTS Assay for Allosteric Agonists of the Human D2 Dopamine Receptor: Primary Screen for Agonists. D(2) dopamine receptor (Homo sapiens), P14416. HEK293 T-REx D2 cells, calcium flux agonist mode. activation, % at 2 µM. 340,000 compounds, 0.53% hits;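 active = activation over 3 SD above normal in the single-dose calcium agonist read, cut at about 30% in these data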; note: 0% is about no effect
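Calcium-flux readout, 1 cycle/sec over 180 s following compound pin transfer, in inducible HEK293 Trex D2 cells (force-coupled); dopamine controls included. Positive calcium responses during this window marked compounds as potential agonists.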
D2 antagonist = HTS Assay for Allosteric Antagonists of the Human D2 Dopamine Receptor: Primary Screen for Antagonists | D(2) dopamine receptor (Homo sapiens), P14416 | HEK293 TREx D2 cells, calcium flux, dopamine EC80 | inhibition, % at 10 µM | 340,000 compounds, 2% hits | AID 485344, 2010; in the data active = inhibition above about 30%; note: 0% is about no effect
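Calcium flux kinetic readout in an inducible HEK293 TREx D2 line plated overnight at 30 C. After 180 s compound exposure, an EC80 dopamine challenge follows with another 180 s kinetic read to detect antagonism.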
USP1-UAF1 inh = Inhibitors of USP1/UAF1: Primary Screen. 390,000 compounds, 0.23% hits. Potency, µM (highest dose often 57.1 µM), for the others: at the highest dose activity change, negative = inhibition, hits mostly inhibitors. recombinant USP1/UAF1, Ub-Rhodamine cleavage fluorescence. AID 743255, 2014; note: potency is the fitted concentration of half-maximal effect; % is set by controls: 0 for no effect and ±100 for the full control effect; nearly all actives have a fitted effect of over 60% in size; inactives centre near -12
Target sequence (O94782 whole entry, looked up): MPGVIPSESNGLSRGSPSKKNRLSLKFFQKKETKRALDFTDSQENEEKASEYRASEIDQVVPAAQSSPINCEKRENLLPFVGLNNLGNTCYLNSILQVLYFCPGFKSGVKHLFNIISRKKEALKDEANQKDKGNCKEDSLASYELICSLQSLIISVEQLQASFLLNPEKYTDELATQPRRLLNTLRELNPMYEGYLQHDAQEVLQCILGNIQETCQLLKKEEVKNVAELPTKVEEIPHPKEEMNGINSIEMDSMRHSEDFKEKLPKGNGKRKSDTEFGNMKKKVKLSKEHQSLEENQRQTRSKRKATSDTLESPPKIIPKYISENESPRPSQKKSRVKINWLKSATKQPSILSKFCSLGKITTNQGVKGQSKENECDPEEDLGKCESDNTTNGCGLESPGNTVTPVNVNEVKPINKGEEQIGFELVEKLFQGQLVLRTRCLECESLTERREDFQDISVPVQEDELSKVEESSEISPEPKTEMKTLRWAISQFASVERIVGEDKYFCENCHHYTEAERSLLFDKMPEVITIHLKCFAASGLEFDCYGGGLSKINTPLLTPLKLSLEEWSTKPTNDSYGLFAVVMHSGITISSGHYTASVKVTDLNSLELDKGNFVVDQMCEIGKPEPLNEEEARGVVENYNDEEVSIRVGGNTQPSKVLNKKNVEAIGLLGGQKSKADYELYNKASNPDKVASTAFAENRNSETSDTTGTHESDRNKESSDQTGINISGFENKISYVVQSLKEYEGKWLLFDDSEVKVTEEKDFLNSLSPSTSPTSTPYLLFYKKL
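High-throughput fluorogenic screen: 1nM USP1/UAF1 complex, Ub-Rho substrate 150nM final, 50mM HEPES pH 7.8 with 0.5mM EDTA, 0.1 mg/ml BSA, 1mM TCEP and 0.01% Tween-20.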
IDH1 R132H inh = qHTS for Inhibitors of mutant isocitrate dehydrogenase 1 (IDH1): qHTS | AID 602179, 2012 | Potency, µM (highest dose often 76.6 µM), without a hit: at the top dose activity change, negative = inhibition, hits mostly inhibitors | IDH1-R132H enzyme, NADPH consumption, diaphorase/resazurin fluorescence | 390,000 compounds, 0.093% hits | Isocitrate dehydrogenase [NADP] cytoplasmic (Homo sapiens), O75874; note: potency is the fitted concentration of half-maximal effect; % is set by controls: 0 for no effect and ±100 for the full control effect; nearly all actives have a fitted effect of over 65% in size
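IDH1-R132H (0.5 ug/mL dispensed) in pH 7.5 Tris buffer was preincubated 30 min with compound, then given a substrate mix of 0.016 mM NADPH and 2 mM alpha-KG for 80 min at room temperature; remaining NADPH was read by diaphorase/resazurin fluorescence.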
TrxR1 inh = qHTS Assay for Inhibitors of Mammalian Selenoprotein Thioredoxin Reductase 1 (TrxR1): qHTS; Thioredoxin reductase 1, cytoplasmic (Rattus norvegicus), O89049; recombinant rTrxR1, NADPH fluorescence consumption, selenite substrate; Potency, µM (series often up to 114 µM), for the others: top-dose activity change, negative = inhibition, most hits filed as inhibitors; 390,000 compounds, 1% hits; AID 588453, 2011; note: potency is the fitted concentration of half-maximal effect; % is set by controls: 0 for no effect and ±100 for the full control effect; nearly all actives have a fitted effect of over 65% in size
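Rat TrxR1 (90 nM in the dispensed reagent) was pre-reduced with 400 uM NADPH for 5 min at room temperature, then incubated with compound for 15 min. After 400 uM selenite was added, NADPH fluorescence (Ex 340/Em 450 nm) was followed for 8 min.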
Numbers without * were called inactive; ? = inconclusive; / = not tested or not shown; [ ] = remark or other dose. Unless noted, calls come from the whole dose curve; as a rule, active = well fitted inhibition curve with a large enough effect; inconclusive = small, poorly fitted or top-dose-only effect; inactive = no such curve, though single readings can be large or run the other way.

entry	structure	TRHR enhancer	TrxR1 substrate	Pin1 inh	TRHR agonist	D2 agonist	D2 antagonist	USP1-UAF1 inh	IDH1 R132H inh	TrxR1 inh
1	Cc1cccc(C)c1NC(=S)N1CCCN(Cc2ccc(F)cc2)C1	-3.6	1.8%	-2.1%	0.7	-0.2	9.3	-18.8%	15.4%	2.2%
2	COc1ccc(C(=O)OCC[N+]2(C)CCCCC2)cc1	1.0	-6.4%	4.1%	2.6	0.2	7.7	-20.1%	-1.7%	10.1%[57.1 µM]
3	O=C(Nc1n[nH]c(C(F)(F)F)n1)c1cccs1	-3.1	1.9%	-4.6%	0.3	0.4	5.8	-5.6%	2.4%	2.1%
4	Cc1cc(C)cc(N2C(=O)CSC23C(=O)N(CC(=O)NCCc2ccccc2)c2ccccc23)c1 (stereo not drawn)	10.9	-4.8%	10.3%	-0.5	0.9	/	-26.3%	-2.7%	10.1%
5	CCOC(=O)c1c(C)oc2nc(C)nc(NCC3CCN(Cc4ccc(C)cc4)CC3)c12	27.1	-3.3%	8.3%	-0.4	0.5	/	0.0%	-9.9%	6.3%
6	Cc1[nH]c(=O)[nH]c(=O)c1S(=O)(=O)Nc1cccc(Cl)c1C	8.1	1.8%	-4.7%	1.0	/	/	?	-3.3%	25.6%
7	CC(NS(=O)(=O)c1ccccc1)C(=O)NCCc1ccccn1 (stereo not drawn)	3.0	3.1%	-0.1%	-0.8	1.7	-1.4	-18.8%	7.5%	4.8%[57.1 µM]
8	CNC(=O)c1[nH]cnc1C(=O)Nc1cccc(C)c1	-1.5	15.1%[57.1 µM]	1.1%	-0.6	-0.6	-1.5	-25.6%	-1.7%	7.6%[57.1 µM]
9	Cc1cccc(NC(=O)c2sc(Cl)nc2-c2ccccc2)c1	4.4	-8.8%	8.2%	0.1	0.4	-19.6	3.0%	3.0%	-10.3%
10	O=C(Cn1cnnn1)Nc1cccc([N+](=O)[O-])c1	-4.5	6.8%[57.1 µM]	-6.8%	0.2	0.2	-1.6	-25.1%	0.9%	16.2%[57.1 µM]
11	Cc1cc2nsnc2c(S(=O)(=O)NCC(=O)O)c1C	7.4	-12.9%	-4.5%	0.9	0.4	8.7	-6.7%	-2.8%	6.5%
12	NC(=O)CC(NC(=O)Cc1cccc2ccccc12)c1ccc(NCc2cc(F)ccc2F)c([N+](=O)[O-])c1 (stereo not drawn)	-8.2	-1.1%[57.1 µM]	42.1%[activator]	-0.3	1.2	-0.1	-16.6%	?	1.2%[57.1 µM]
13	COc1ccc(S(=O)(=O)N2CCN(C(=O)CN3C(=O)NC4(CCCC4)C3=O)CC2)cc1	-3.2	-3.2%	-1.3%	0.5	0.2	-13.0	-21.4%	-0.8%	6.2%
14	Cc1cc(NC(=O)CCC(=O)N(C2CC2)C2(C(=O)NC3CCCC3)CCC(C)CC2)no1 (stereo not drawn)	2.0	-8.5%	-7.0%	-1.6	0.2	37.2*	0.8%	-2.1%	-7.3%
15	CCOC(=O)c1cc(-c2ccc(C)cc2)n(CC(=O)NC2CCCCCC2)c1C	7.5	8.7%	-1.6%	0.4	-0.4	/	-24.6%	0.4%	26.9%
16	COc1cc(C)nc2nc(SCc3ccccc3)nn12	-4.6	9.7%	3.9%	-0.2	0.4	-2.1	-9.9%	1.5%	12.1%
17	O=c1c2ccccc2sn1-c1nccs1	-3.4	-3.0%[57.1 µM]	2.7%	2.1	3.7	-7.2	-6.6%	2.8%	40.8%[activator][57.1 µM]
18	CCOc1cc(C(=O)Nc2ccc(N3CCOCC3)cc2)cc(Br)c1OC	5.9	10.3%[57.1 µM]	14.1%	0.1	0.0	-1.4	-19.7%	2.3%	33.8%[57.1 µM]
19	O=C(COc1ccccc1C(=O)O)Nc1ccc(SC(F)F)cc1	-1.3	-4.0%	-3.7%	0.2	-0.2	-5.6	-11.1%	-5.5%	15.7%
20	Cc1ccc(S(=O)(=O)NCCC(=O)NC(C)c2ccccc2)cc1 (stereo not drawn)	-2.8	1.9%	-6.8%	-0.8	0.0	-6.0	-27.8%	-0.9%	13.9%
21	O=C(O)c1cccc(NC(=O)C23CC4CC(C2)CC(n2cnc(Cl)n2)(C4)C3)c1	2.7	-6.3%	4.6%	0.3	-0.7	2.1	-4.4%	-0.1%	-2.4%
22	CCCCN(CC(=O)NC1CC1)S(=O)(=O)c1ccc(OCC)cc1	8.5	-0.3%	-0.7%	0.7	-0.5	2.5	-7.3%	-9.4%	22.2%
23	CCN(CC)S(=O)(=O)c1cccc(NC(=O)COC(=O)C2CC3C=CC2C3)c1 (stereo not drawn)	0.7	-10.4%	3.2%	-0.3	0.0	-1.1	-2.6%	1.1%	12.3%
24	Cc1ccc2oc(C(=O)Nc3ccc(S(=O)(=O)Nc4onc(C)c4C)cc3)c(C)c2c1	-8.3	-8.4%	-14.7%	-1.3	-0.6	-5.0	-22.5%	-5.5%	-1.3%
25	O=C(NC(=S)Nc1ccccc1N1CCOCC1)c1ccc(Br)cc1	-21.1	-9.8%	5.1%	0.6	1.0	7.1	-12.7%	-15.0%	-25.1%
26	COc1ccccc1C(=O)C1CCCN(C(=O)c2cccc(Cn3cccn3)c2)C1 (stereo not drawn)	-0.3	-0.2%	-3.3%	1.3	0.2	-12.7	-7.5%	6.8%	0.4%
27	CCN(CC)C(=S)SCC(=O)Nc1ncc2c(n1)CCCC2=O	-2.8	-0.9%	-3.6%	-0.7	0.2	-13.8	-6.8%	7.0%	19.6%[57.1 µM]
28	O=C(c1ccc2c(c1)OCO2)N1CCC2(CC1)Oc1ccc(F)cc1C(=O)C21CC(c2ccc(Cl)cc2)=NO1 (stereo not drawn)	-1.4	-6.2%	8.1%	0.5	0.1	-4.9	-11.9%	-6.2%	-2.2%[57.1 µM]
29	CN(CCc1ccccc1)C(=O)c1cccc(NC(=O)Cc2cccc(NC(=O)C3CCCN(C(=O)CCc4ccccc4)C3)c2)c1 (stereo not drawn)	/	-2.2%	25.0%	/	/	/	-27.7%	1.3%	11.7%
30	Cc1cccc(NS(=O)(=O)c2ccc(C)c(C(=O)NCC(c3ccco3)N3CCCCC3)c2)c1 (stereo not drawn)	-3.3	-12.6%	5.9%	-1.4	-1.4	10.9	?	12.8%	-20.6%
31	CCOc1ccc(OCCC(=O)NNC(=O)c2nn(C)c(=O)c3ccccc23)cc1	7.5	-10.5%	?	-1.0	-1.0	-18.3	5.9%	-3.9%	-15.8%
32	CC(=O)c1cccc(NC(=O)c2ccccc2-c2ccccc2C(=O)O)c1	3.7	15.9%[2.29 µM]	-3.9%	0.3	0.3	-9.5	-5.7%	7.5%	43.1%[2.29 µM]

Screen by screen, quoted from above:
Compounds 13 to 20 in D2 antagonist read -13.0, 37.2*, /, -2.1, -7.2, -1.4, -5.6, -6.0
Compounds 13 to 20 in USP1-UAF1 inh read -21.4%, 0.8%, -24.6%, -9.9%, -6.6%, -19.7%, -11.1%, -27.8%

Remaining list, next part
entry	structure	TRHR enhancer	TrxR1 substrate	Pin1 inh	TRHR agonist	D2 agonist	D2 antagonist	USP1-UAF1 inh	IDH1 R132H inh	TrxR1 inh
33	CCOc1ccc(NC(=O)c2nsc(Cl)c2Cl)cc1	-1.8	-5.2%[11.4 µM]	-14.6%	-0.6	0.3	-23.1	-14.2%	4.5%	3.6%[11.4 µM]
34	Cc1nc(N2CCCCC2)c(C#N)c(C)c1[N+](=O)[O-]	1.3	-8.2%	5.6%	-0.4	-0.6	-15.9	-1.6%	2.0%	0.9%
35	Cc1ccc(Cl)cc1NC(=O)CCN1C(=O)C2C3CCC(C3)C2C1=O (stereo not drawn)	-14.2	2.7%	-1.7%	0.6	0.7	-4.5	-24.7%	1.3%	20.6%
36	CC(C)COC(=O)OCN1C(=O)CN(CCN2CC(=O)N(COC(=O)OCC(C)C)C(=O)C2)CC1=O	-5.3	3.8%[57.1 µM]	-13.1%	0.6	1.1	2.3	18.8%	2.8%	1.7%[57.1 µM]
37	CCn1c(SCC(=O)Nc2nc(C)cs2)nnc1C(C)NC(=O)c1ccccc1 (stereo not drawn)	3.3	5.1%[57.1 µM]	-2.2%	0.7	0.4	-5.6	0.1%	17.5%	9.7%[57.1 µM]
38	Cc1c(C(=O)NCC(c2ccco2)N2CCCC2)oc2ccc(Cl)cc12 (stereo not drawn)	6.4	0.9%	-1.1%	1.5	0.8	-21.4	-12.0%	-1.4%	-12.7%
39	CCn1c(SCC(=O)Nc2sc3c(c2C#N)CCCC3)nnc1-c1ccco1	5.5	1.1%	19.3%	-0.3	-1.0	-10.1	-17.0%	4.9%	0.8%
40	COc1ccccc1NS(=O)(=O)c1ccc(C)c(NC(=O)NCCCl)c1	2.7	0.8%	1.8%	0.7	-0.9	15.8	-2.1%	9.1%	19.7%
41	CN(Cc1ccccc1)C(=O)c1[nH]cnc1C(=O)NCCCCCNC(=O)OC(C)(C)C	0.2	-1.1%[57.1 µM]	-1.0%	-0.6	-0.6	-8.3	-19.0%	-3.7%	-12.4%[57.1 µM]

This is a subset; rates above refer to the full screens.
